Bioassay records as filed in PubChem.
MITF TRPM1 HTS – activators of MITF-driven TRPM1 promoter reporter, primary screen, cell-based, SK-MEL-5, luciferase, single point; SK-MEL-5 TRPM1-promoter luciferase, 24 h; % of positive control, neutral wells = 0; activation, % at 12.5 µM; 300,000 compounds, 0.75% hits; AID 588334, 2011;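 active = mean activation of at least 80% with every replicate also reaching 80%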;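 also: 0% = neutral control wells and 100% = parthenolide positive control wells; values of inactives mirror those of a sister screen read the other way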
CAL PDZ FP-1 – CAL PDZ peptide-binding inhibitors, primary screen, biochemical, fluorescence polarization, Cer-tagged CAL PDZ, HTS | Golgi-associated PDZ and coiled-coil motif-containing protein (Homo sapiens), Q9HD26 | purified CAL PDZ, TMR-peptide fluorescence polarization, 1 h | inhibition, % at 20 µM | 330,000 compounds, 0.02% hits | AID 504414, 2011;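 active = highest replicate inhibition of at least 40%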;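 also: plate controls were DMSO neutral control wells for no effect and unlabeled competitor peptide control wells for full effect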
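System: tagged CAL PDZ domain. Schedule: 1 h room-temperature incubation prior to read. Signal: fluorescence polarization (mP). Measure: percent inhibition from loss of millipolarization.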
CDK5 inh – inhibitors of human CDK5/p35 kinase, primary screen, biochemical, single concentration; Cyclin-dependent kinase 5 (Homo sapiens) + Cyclin-dependent kinase 5 activator 1 (Homo …; Recombinant CDK5/p35, ADP-Glo luminescence, 60 min; inhibition, % at 10 µM; 330,000 compounds, 0.01% hits;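 active = highest replicate inhibition of at least 50% and at least 75% of replicates reaching 50%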;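 also: plate controls were DMSO neutral control for no effect and GW8510 at 10 µM for full effect; many of its hits are not listed in these tables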
Target sequence (Q00535 whole entry, looked up): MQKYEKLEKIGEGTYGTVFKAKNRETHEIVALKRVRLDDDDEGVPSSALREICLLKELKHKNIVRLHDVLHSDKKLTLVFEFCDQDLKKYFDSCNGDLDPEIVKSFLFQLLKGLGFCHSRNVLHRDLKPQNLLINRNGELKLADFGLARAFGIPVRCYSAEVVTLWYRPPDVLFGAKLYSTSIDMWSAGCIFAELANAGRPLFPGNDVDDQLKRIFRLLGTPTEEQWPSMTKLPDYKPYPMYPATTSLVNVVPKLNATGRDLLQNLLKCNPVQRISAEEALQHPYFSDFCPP
Target sequence (Q15078 whole entry, looked up): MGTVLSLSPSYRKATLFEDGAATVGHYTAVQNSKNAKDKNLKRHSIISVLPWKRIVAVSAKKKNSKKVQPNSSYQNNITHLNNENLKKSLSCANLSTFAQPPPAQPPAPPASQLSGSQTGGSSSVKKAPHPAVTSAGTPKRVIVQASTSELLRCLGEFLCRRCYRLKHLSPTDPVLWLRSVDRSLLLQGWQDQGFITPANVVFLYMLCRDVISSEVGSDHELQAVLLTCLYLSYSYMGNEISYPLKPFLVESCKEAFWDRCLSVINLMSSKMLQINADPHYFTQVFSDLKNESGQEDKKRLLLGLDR
Rtt109 Vps75 – inhibitors of C. albicans Rtt109/Vps75 HAT, primary screen, biochemical, ThioGlo CoA-SH fluorescence, plate reader; purified Rtt109/Vps75, 4 h; Histone acetyltransferase RTT109 (Candida albicans (strain SC5314 / ATCC MYA-2876)), …; 330,000 compounds, 0.16% hits; inhibition, % at 34.9 µM;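 active = inhibition of at least 50% in every replicate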
Target sequence (Q5AAJ8 whole entry, looked up): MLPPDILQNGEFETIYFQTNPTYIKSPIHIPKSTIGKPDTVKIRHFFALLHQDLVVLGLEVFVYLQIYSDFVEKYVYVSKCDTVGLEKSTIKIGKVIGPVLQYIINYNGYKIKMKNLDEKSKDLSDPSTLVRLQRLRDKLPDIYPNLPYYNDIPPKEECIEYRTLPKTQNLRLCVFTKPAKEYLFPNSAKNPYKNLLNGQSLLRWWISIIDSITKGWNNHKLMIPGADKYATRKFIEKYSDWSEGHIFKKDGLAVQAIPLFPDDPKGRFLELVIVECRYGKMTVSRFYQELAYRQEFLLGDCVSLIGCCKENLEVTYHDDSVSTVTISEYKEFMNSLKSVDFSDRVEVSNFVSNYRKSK
CAL PDZ FP-2 – untagged CAL PDZ binding inhibitors, primary screen, biochemical, fluorescence polarization, HTS | AID 602252, 2012 | purified CAL PDZ, TMR-peptide fluorescence polarization, 1 h | inhibition, % at 24.9 µM | Golgi-associated PDZ and coiled-coil motif-containing protein (Homo sapiens), Q9HD26 | 300,000 compounds, 0.92% hits;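 active = mean inhibition of at least 30% with at least half of replicates also reaching 30%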;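 also: 0% = DMSO neutral control and 100% = excess unlabeled competitor peptide PRC23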
dFosB activator – activators of delta FosB homodimer, primary screen, biochemical, fluorescence polarization, TAMRA-CDK5 oligo, single point. Protein FosB (Mus musculus), P13346. purified delta FosB; percent of positive-control signal above neutral wells. activation, % at 25 µM. 340,000 compounds, 0.99% hits. AID 493131, 2011;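 active = mean activation above about 17%, with every replicate also reaching it, limit read from the data, passing the limit was not always enough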;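 also: fluorescence polarization rise as delta FosB binds a TAMRA Cdk5 AP-1 oligo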
Tat transport – E. coli Tat export inhibitors, primary screen, MC4100, TorA-mCherry reporter, fluorescence, single point | 340,000 compounds, 0.036% hits | inhibition, % at 10 µM;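 active = mean replicate inhibition at least 50% and at least half of replicates individually reaching 50%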;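 also: exported cargo escapes ClpAP degradation while cytoplasmic cargo is degraded and loses fluorescence; 0% = median of neutral control wells and 100% = median of NaSCN control wells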
V-ATPase pH – regulators of yeast V-ATPase proton pumping, primary screen, pHLuorin cytosolic pH fluorescence; S. cerevisiae; response, % at 10 µM; 350,000 compounds, 0.37% hits; AID 504577, 2011; in the data active = response mostly above about 7.3%, no sharp cut-off; inactive = mostly below about 5.4%; also: actives read high; inactives centre near 0; some compounds called inactive have numbers as strong as hits; reference of the scale not given here
cardiac RTF act – cardiac RTF calcium sensitivity activators, primary screen, biochemical, IANBD-TnC fluorescence, EC20 calcium. AID 493008, 2010. activation, % at 7.2 µM. IANBD-labeled TnC RTF fluorescence at EC20 calcium; 0% EC20 calcium, 100% full calcium. Troponin I, cardiac muscle (Homo sapiens) + Troponin T, cardiac muscle (Homo sapiens) + …. 340,000 compounds, 0.24% hits;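 active = activation above the mean over all tested compounds plus 3 SD, cut at about 30% in these data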;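 also: rise in fluorescence read as greater calcium sensitivity of cardiac thin filaments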
Wnt act – Wnt/beta-catenin pathway activators, primary screen, cell-based, plate reader, single point. Wnt/beta-catenin reporter cell assay, activator. activation, % at 9.35 µM. 300,000 compounds, 1.2% hits. AID 743398, 2014; in the data active = activation above about 30%, passing the limit was not always enough;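 also: 0% = neutral control wells and 100% = positive control wells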
* marks the source's active call; other numbers are inactive results; . = not tested or not shown.

SMILES	MITF TRPM1 HTS	CAL PDZ FP-1	CDK5 inh	Rtt109 Vps75	CAL PDZ FP-2	dFosB activator	Tat transport	V-ATPase pH	cardiac RTF act	Wnt act
Cc1cc(C(C2C(=O)CC(C)(C)CC2=O)C2C(=O)CC(C)(C)CC2=O)cc(C)c1OC(F)F	0.1	-2.7	0.8	17.8	-2.6	-3.7	11.7	3.6	-5.3	1.0
O=C(c1ccc([N+](=O)[O-])cc1)N(Cc1ccccc1)c1ccccn1	-3.7	0.1	-1.6	-1.1	-1.7	-0.5	-6.0	1.9	-2.0	-3.6
O=C(C1CCN(S(=O)(=O)c2cccc3cccnc23)CC1)N1CCN(C2CCCC2)CC1	3.5	-0.6	0.8	-1.8	.	-9.1	-4.1	-1.3	1.0	-0.8
CN(C)S(=O)(=O)c1ccc(C(=O)OCC(=O)Nc2ccc(OC(F)F)cc2)cc1	1.1	1.2	0.4	-0.8	-2.5	15.7	-17.4	0.2	-1.6	0.4
CC(C)OC(=O)/C(C#N)=C/c1ccc(-c2ccc(SC(F)F)cc2)o1	4.1	-0.8	-0.1	0.8	2.5	-13.0	0.0	-4.1	8.4	-6.1
c1ccc2c(c1)CCCC2NC1=NCCC1 (configuration not stated)	.	-0.2	-0.8	-2.8	1.1	0.3	-8.2	-4.2	2.3	0.5
C=C(C)Cn1c(-c2ccc(OC)cc2)nc2ccccc21	4.1	-0.5	0.7	-2.5	-2.1	-11.8	0.9	-1.2	-2.2	.
CC1CCN(Cc2c(C(=O)N/N=C/c3cc(Cl)ccc3O)nnn2-c2nonc2N)CC1	-36.3	-1.0	-1.2	4.5	-3.1	162.1*	-18.3	1.9	3.2	-4.7
CCC(C)NC(=O)c1ccccc1NC(=O)COc1ccc(OC)cc1 (configuration not stated)	-8.7	-1.6	1.2	-1.6	-0.9	7.7	0.3	-0.3	-7.1	.
Cc1cc(=O)oc2c(C)c(OC(C)C(=O)NCCN3CCOCC3)ccc12 (configuration not stated)	-0.3	-2.8	1.2	-11.6	-1.1	-7.7	1.0	-2.2	1.1	-1.5
O=C(COC(=O)CNC(=O)C12CC3CC(CC(C3)C1)C2)NC1CCS(=O)(=O)C1 (configuration not stated)	-9.8	-1.7	0.4	11.9	-0.1	-2.6	-3.6	-5.4	0.1	-2.4
NC(=O)c1ccc(-c2nnn(CC(=O)N(C3CCCCC3)C3CCS(=O)(=O)C3)n2)cc1 (configuration not stated)	5.1	-1.9	-2.2	7.6	-0.7	-8.1	-16.0	-1.7	1.3	-2.7
Cc1c(NC(=O)C(C)NCC2CCCO2)c(=O)n(-c2ccccc2)n1C (configuration not stated)	-8.5	-0.7	0.8	-8.6	.	0.1	-7.1	-1.6	1.8	.
O=C(NCc1ccc2c(c1)OCO2)C1CCN(S(=O)(=O)c2ccc(Br)s2)CC1	-6.8	.	0.6	1.3	1.2	7.9	0.9	-3.0	1.0	-0.9
O=[N+]([O-])c1ccc2nc(-c3cccnc3)[nH]c2c1	23.3	-1.2	2.4	4.1	.	2.8	2.2	2.9	-5.1	3.1
COc1ccc(NC(=O)COC(=O)c2ccc(OCc3c(C)noc3C)cc2)cc1OC	19.1	0.1	-2.2	6.6	-8.4	-8.4	1.1	3.8	3.9	.
COc1ccccc1N(CC(=O)N1CCCCC1)S(=O)(=O)c1ccccc1	15.4	-0.8	1.9	.	-3.8	-4.5	0.1	3.5	-4.5	-5.6
COCCOC(=O)c1[nH]c2c(c1C)C(=O)C(C(=O)OC)C(C)C2 (configuration not stated)	73.3	0.5	2.4	-6.0	2.8	3.6	-1.5	5.1	-0.5	6.7
Cc1nn(C(C)C(=O)NCCCc2ccccc2)c(=O)c2cc3occc3n12 (configuration not stated)	-5.2	-1.7	.	-5.5	10.4	-8.8	2.8	3.1	-2.3	-3.3
O=C(Nc1ccc(C(=O)NCCCN2CCN(c3ccccc3)CC2)cc1)C1=CSCCO1	0.9	-2.6	-0.1	0.4	-3.9	-6.9	-0.7	0.6	-3.4	1.9
COC(=O)c1ccccc1NC(=O)CSc1nnc(-c2ccncc2)o1	-9.5	-0.9	-0.7	2.6	-1.9	-3.2	2.7	-4.1	1.1	.
Cn1c(CNc2ccc(F)cc2)nc2ccccc21	.	-0.9	1.6	3.5	-0.6	-2.0	-9.6	6.2	-5.7	5.9
COc1cccc(CC(=O)Nc2nccs2)c1	9.0	.	-0.5	3.5	1.0	0.0	4.9	-0.5	2.8	-1.1
C=CCS(=O)(=O)N1CCCC(Cc2ccccc2C)(C(=O)OCC)C1 (configuration not stated)	.	-0.9	-1.6	2.7	-2.3	-3.3	1.2	-0.5	0.2	-1.1
Cc1ccccc1S(=O)(=O)Cc1ccc(C(=O)NC2CCCCC2)o1	-4.8	-5.5	0.9	7.1	-3.6	-7.9	-3.0	1.3	3.4	-3.2
Cc1ccc(C(=O)N/C(=C\c2cn(S(=O)(=O)N(C)C)c3ccccc23)C(=O)NCCCn2ccnc2)cc1	-1.5	-1.6	-6.9	16.5	-10.8	0.1	-4.4	-1.6	-1.2	-0.3
COc1ccc(CN2CCN(C(=O)c3cccc4ccccc34)CC2)cc1OC	-12.3	-0.3	1.8	10.6	-3.5	-3.5	4.9	-1.3	-3.9	-1.7
Cc1ccc([C@@H]2CC=C(C(=O)O)[C@H](c3ccccc3)N2S(=O)(=O)c2ccc(C)cc2)cc1	-0.7	-1.3	0.2	1.5	50.2*	-6.9	-0.7	-1.1	5.5	2.1
COc1ccc(NC(=O)c2c(NC(=O)CCC(=O)O)sc(-c3ccccc3)c2C)cc1	2.3	-2.6	-0.7	11.0	0.1	-3.7	1.5	-2.9	-2.6	34.1*
CCOc1ccccc1N1CC(C(=O)Nc2cc(S(=O)(=O)N3CCOCC3)ccc2OC(C)C)CC1=O (configuration not stated)	3.7	-1.7	1.0	-1.9	-4.7	-6.8	1.1	-1.7	2.1	0.1

Full records, quoted from the list.
COc1cccc(CC(=O)Nc2nccs2)c1 across the screens: MITF TRPM1 HTS = 9.0; CAL PDZ FP-1 = .; CDK5 inh = -0.5; Rtt109 Vps75 = 3.5; CAL PDZ FP-2 = 1.0; dFosB activator = 0.0; Tat transport = 4.9; V-ATPase pH = -0.5; cardiac RTF act = 2.8; Wnt act = -1.1
Cc1nn(C(C)C(=O)NCCCc2ccccc2)c(=O)c2cc3occc3n12 (configuration not stated) across the screens: MITF TRPM1 HTS = -5.2; CAL PDZ FP-1 = -1.7; CDK5 inh = .; Rtt109 Vps75 = -5.5; CAL PDZ FP-2 = 10.4; dFosB activator = -8.8; Tat transport = 2.8; V-ATPase pH = 3.1; cardiac RTF act = -2.3; Wnt act = -3.3

(more compounds)
SMILES	MITF TRPM1 HTS	CAL PDZ FP-1	CDK5 inh	Rtt109 Vps75	CAL PDZ FP-2	dFosB activator	Tat transport	V-ATPase pH	cardiac RTF act	Wnt act
O=C(O)C1C2CCCCC2=C2CCCCC2C1C(=O)O (configuration not stated)	7.7	-1.0	-3.1	-3.9	0.7	-2.2	1.4	-1.6	0.3	90.4*
Cc1cc(NCCN2CCOCC2)n2nc(C)c(-c3ccc(Cl)cc3)c2n1	0.2	0.0	-1.1	-2.8	.	-13.8	2.8	22.5	3.0	.
O=C1c2oc3ccccc3c(=O)c2C(c2ccc(O)cc2)N1c1nccs1 (configuration not stated)	-3.4	1.1	-5.4	1.3	.	10.8	5.2	4.0	11.1	-1.9
Cc1cc(C)c(S(=O)(=O)N(C)CC(N)=O)c(C)c1	6.5	-0.6	2.8	-3.5	1.8	2.3	-0.6	1.5	3.4	-4.1
Cc1cc(C)cc(OCC(=O)Nc2ccc3c(c2)OCO3)c1	8.3	-2.7	-0.5	11.3	-3.3	-9.2	-4.8	5.6	-0.8	-0.6
CC1CCN(c2ccccc2NC(=O)c2ccc(N3CCOCC3)c([N+](=O)[O-])c2)CC1	-7.3	-1.9	2.4	-7.8	-1.1	-4.9	2.9	2.9	1.6	0.4
COc1cc(C(=O)NCCC(=O)NC2CCCCCCC2)cc(OC)c1OC	3.5	-4.0	1.2	1.5	-2.8	-15.7	-5.9	3.1	-4.9	.
O=C(c1ccc(Cl)cc1)c1c[nH]c(C(=O)NNc2cccc(Cl)n2)c1	5.3	0.9	-0.7	-7.0	1.1	-4.3	-10.3	-0.8	5.9	-1.2
O=C(CCc1ccc(Oc2cc([N+](=O)[O-])cc([N+](=O)[O-])c2)cc1)Nc1cccc(Cl)c1	5.5	-0.7	-2.1	3.8	-4.1	-12.2	3.0	-2.4	1.6	.
CNC(=S)NNC(=O)COc1cccc(C)c1C	6.8	0.2	-0.3	-24.2	-4.3	1.9	-15.3	-2.3	3.1	.
CN(CC(=O)Nc1ccc(Cl)c(C(F)(F)F)c1)C(=O)c1cc(=O)[nH]c2ccccc12	-20.4	-2.2	-1.2	15.3	-3.3	-21.5	1.6	-1.1	-4.0	-2.7
Cc1ccccc1NC(=S)C1=C(O)c2sccc2N(C)S1(=O)=O	4.1	-2.3	-0.9	17.9	-1.8	-11.3	-1.5	0.4	-3.4	2.4
C[C@H](CO)N1C[C@H](C)[C@@H](CN(C)S(=O)(=O)c2ccc(F)cc2)Oc2ccc(NS(=O)(=O)c3cccs3)cc2C1=O	2.8	-0.4	-1.7	3.1	-2.0	-4.9	3.9	4.0	0.6	-2.1
CC(C)c1nnc(NC(=O)c2cc3ccccc3o2)s1	107.6*	-1.0	1.6	-1.8	.	-8.1	-4.6	-5.8	1.4	26.9
CC(C(=O)NCC1(c2ccccc2)CCCC1)N1CCCC1 (configuration not stated)	1.0	-1.0	1.3	3.3	-2.5	3.1	-8.6	0.1	0.5	-2.4
Cc1ccccc1CS(=O)(=O)c1ncc(Cl)c(C(=O)Nc2ccc(F)cc2)n1	-91.5	-0.9	-0.2	15.9	-0.5	-38.9	-2.0	-5.7	-5.9	0.1
COc1ccc(C=NNc2ccc([N+](=O)[O-])cc2S(=O)(=O)Nc2ccccc2C(=O)O)cc1OC	5.8	0.2	-1.0	-1.8	-1.1	-7.7	9.1	3.3	2.0	-2.9
CCC1=NN2C(=N)/C(=C/c3cc(C)n(-c4ccccc4)c3C)C(=O)N=C2S1	-4.0	0.1	-0.5	4.2	-19.8	-3.0	5.3	5.1	5.5	-0.7
COc1ccc(S(=O)(=O)NCc2ccccn2)cc1NC(=O)c1ccc(C)cc1	-23.8	-3.0	0.7	-2.5	-2.0	-20.6	1.5	-0.2	8.1	-2.5
